Screening data deposited in PubChem BioAssay by several laboratories.
IMP-1 inhibitor – inhibitors of Pseudomonas aeruginosa IMP-1 metallo-beta-lactamase; inhibition, % at 5.6 µM; purified IMP-1, nitrocefin hydrolysis, epi-absorbance fluorescence; AID 1556; actives 0.45% (n = 290,000);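 active = inhibition above the mean plus 3 SD of all compounds in the same screening run, cut at about 4.5% in these data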;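 note: 0% = IMP-1 with DMSO and 100% = DMSO wells lacking enzyme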
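Assay system: purified IMP-1; Quantity: IMP-1 0.2 nM before substrate addition; Medium: HEPES buffer pH 7.1 with ZnSO4 and Brij 35; Incubation: 15 min enzyme–compound preincubation, then 25 min nitrocefin reaction, 25 °C; Signal: fluorescence quenching readout, ex 480/em 530 nm; Controls: DMSO with and without IMP-1; Repeats: singlicate testing.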
VIM-2 inh – blocks Pseudomonas aeruginosa VIM-2 metallo-beta-lactamase | actives 0.89% (n = 290,000) | inhibition, % at 5.6 µM | purified VIM-2, nitrocefin hydrolysis, epi-absorbance fluorescence;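 active = inhibition above the mean of all tested compounds plus 3 SD, cutoff set per screening run, cut at about 7.5% in these data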;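 note: red hydrolysis product quenches plate fluorescence so inhibitors raise well fluorescence; 0% = enzyme with DMSO and 100% = DMSO without enzyme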
FID counter – fluorescent intercalator displacement, NS3 helicase counter-screen; AID 1845; DNA fluorescent intercalator displacement, fluorescence; inhibition, % at 7.9 µM; actives 0.17% (n = 290,000); in the data active = inhibition above about 37%;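 note: 0% = vehicle and 100% = reference compound; higher means more ethidium bromide displaced from hairpin DNA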
pCIP destab – compounds decreasing mouse p/CIP protein stability. Q05BA5. F442A p/CIP-EGFP cells, EGFP fluorescence, 16 h. decrease of EGFP signal, % at 10 µM. actives 0.01% (n = 290,000);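 active = EGFP signal decrease of at least 30% at 10 µM or well 3 SD below plate mean, unless failing retest; inactive = the rest, including hits failing retest or dose response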; note: some compounds called inactive have numbers as strong as hits; many of its hits are not listed in these tables
IDE cell activ – IDE (human) activation, cell-based; AID 493087; activation, % at 5.96 µM; P14735; HEK cells, FAbeta-B cleavage, fluorescence polarization; 0% vehicle, 100% cell-free pure enzyme wells; actives 0.073% (n = 340,000);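 active = activation above the mean of all tested compounds plus 3 SD, set per screening campaign, cut at about 17% in these data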
PfM18AAP inh – blocks P. falciparum M18 aspartyl aminopeptidase; AID 1822; recombinant PfM18AAP, H-Glu-NHMec fluorogenic cleavage; inhibition, % at 7.35 µM; actives 1.2% (n = 290,000);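 active = inhibition above the campaign mean inhibition over all tested compounds plus 3 SD, cut at about 28% in these data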;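 note: 0% = plate median of test compound wells and 100% = 2 mM ZnCl2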
NS3 helicase inh – HCV NS3 helicase inhibition | actives 0.56% (n = 290,000) | NS3 helicase DNA unwinding, Cy5 molecular beacon fluorescence | inhibition, % at 10.9 µM | AID 1800;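 active = inhibition above the mean of all tested compounds plus 3 SD, set per campaign, cut at about 35% in these data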;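 note: 0% = DMSO wells and 100% = thioflavine S control wells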
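Assay system: hepatitis C virus NS3 helicase domain fragment enzyme. Also added: annealed dual-labelled DNA beacon duplex, ATP-started. Timing: 1 h reaction at 25 °C, ATP-initiated. Technique: Cy5 fluorescence at 0 and 60 min, beacon hairpin quenching. Evaluation: % inhibition of unwinding. Replication: one well per compound.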
IDE inh – inhibits human insulin-degrading enzyme in HEK cells; P14735; FAbetaB cleavage, fluorescence polarization; inhibition, % at 5.59 µM; actives 0.41% (n = 320,000); AID 434962;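 active = percent inhibition above the average of all tested compounds plus 3 SD, set per screening campaign, cut at about 16% in these data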;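 note: IDE supplied by intact live HEK cells; FP after avidin binding of uncleaved biotin substrate so inhibition keeps polarization high; 0% = DMSO wells and 100% = 60 µM reference IDE inhibitor Ii1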
SUMO HTRF inh – blocks human SUMOylation mediated by UBC9. actives 0.36% (n = 290,000). P63279. inhibition, % at 35 µM. HTRF SUMOylation assay, SAE1/SAE2 + UBC9, in vitro; in the data active = inhibition above about 50%, passing the limit was not always enough; note: strong numbers were not always called active
Target sequence (P63279 whole entry, looked up): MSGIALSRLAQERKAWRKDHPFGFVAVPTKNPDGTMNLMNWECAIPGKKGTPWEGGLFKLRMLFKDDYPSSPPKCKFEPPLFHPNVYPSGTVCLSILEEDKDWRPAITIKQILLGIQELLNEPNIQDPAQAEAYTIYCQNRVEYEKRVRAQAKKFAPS
Numbers without * were called inactive; x = no result given.

molecule	IMP-1 inhibitor	VIM-2 inh	FID counter	pCIP destab	IDE cell activ	PfM18AAP inh	NS3 helicase inh	IDE inh	SUMO HTRF inh
CC(C)NS(=O)(=O)c1ccc(NC(=O)Cc2ccsc2)cc1	-1.9	-0.8	-4.4	6.6	-0.9	1.1	-4.0	-4.5	-3.1
CS(=O)(=O)N1CCN(C(=O)c2ccccc2)C1	-3.1	-2.4	-0.6	-8.7	5.2	-1.3	-5.3	-7.7	10.5
COc1ccc(-c2cc(C(=O)N3CCN(c4ccc(F)cc4)CC3)no2)cc1OC	-4.0	-2.5	-41.2	-6.8	5.0	4.2	-19.4	0.3	0.6
COCCNc1nnc(SCC(=O)c2c[nH]c3ccccc23)s1	-3.1	-2.1	-6.6	-5.9	0.3	13.7	-14.5	-4.7	-10.2
Cc1ccc(C(O)CCc2ccc(N)cc2)cc1 (stereo unspecified)	-0.1	-2.6	-15.7	-8.2	1.7	10.5	11.0	-1.6	-1.5
CC1CCc2sc(NC(=O)c3ccc(N4C(=O)CCC4=O)cc3)c(C(N)=O)c2C1 (stereo unspecified)	-0.6	-0.9	-7.5	-3.3	2.1	4.9	-12.7	-2.7	12.6
N=C(N)N1CCc2ccccc2C1	-2.9	-4.8	-4.2	-10.5	x	1.9	4.8	7.8	-26.9
CC(=O)Nc1ccc(OC(=O)c2c(-c3ccccc3Cl)noc2C)cc1	-3.8	-2.9	-23.7	-4.3	0.8	2.0	-2.8	6.5	-11.8
CCc1cccc(N(C(=O)c2csnn2)C(C(=O)NC2CCCCC2)c2cccnc2)c1 (stereo unspecified)	-1.8	-1.0	-35.1	-11.2	-0.6	-10.6	-5.0	5.8	7.6
O=C(NNC(=O)C1[C@H]2CCCC[C@@H]12)NC1CCCCC1 (stereo partly specified)	-5.7	-2.7	-2.7	-16.8	5.8	5.6	-0.9	0.1	7.6
COc1cccc(C(=O)COC(=O)c2ccc(NC(C)=O)cc2)c1	-0.9	0.0	-7.5	-15.1	-0.1	2.1	-48.6	3.4	9.1
O=C(CNC(=S)N(Cc1ccccc1)Cc1cccnc1)NCc1ccccc1	-2.4	0.1	-19.7	-10.2	0.7	-13.4	6.5	0.9	-19.9
COCCn1c(SCC(=O)N2CCC(C)CC2)nc2c([nH]c3ccccc32)c1=O	0.2	-2.6	-26.5	1.3	3.9	3.3	-15.5	1.3	18.8
Nc1ccc2nc3c(=O)n(C4CCCCC4)c(=O)[nH]c3nc2c1	23.6*	20.6*	-3.9	-169.3	-50.2	15.1	4.3	57.2*	61.4*
Clc1cccc(CN2CCSCC2)c1	-2.1	-2.6	4.2	-4.0	-1.9	-0.6	-3.0	-7.8	18.9
Brc1ccc2nc(-c3c[nH]c4ccccc34)cn2c1	-1.9	-0.6	-2.3	-12.4	3.5	-0.7	-0.8	-4.6	7.1
O=C(Nc1ccc2c(c1)OCCO2)C1c2ccccc2C(=O)N2CCc3ccccc3C12 (stereo unspecified)	-2.2	0.3	-11.1	-3.8	-5.9	-11.5	-3.0	2.9	21.7
CCCS(=O)(=O)N1CCC(CCOc2ccccc2)(C(=O)OCC)CC1	-4.4	-1.1	-33.8	-10.7	5.7	-2.2	0.2	1.1	4.9
CC(C)(C)c1cc(=O)n2c(nc3ccccc32)[nH]1	-1.8	-3.7	0.2	10.1	7.0	6.3	-1.0	1.4	-1.4
CCCN1Cc2cccc(C(=O)NCc3ccc(C)cc3)c2C1=O	0.9	3.2	-14.2	-0.9	1.2	0.5	-8.8	3.7	-1.2
O=C(CSc1ccc(Cl)cc1)NCc1ccncc1	0.2	1.4	-2.6	-2.6	-8.2	-8.1	-2.8	4.1	3.8
CC(=O)NCCOc1cccc(OCCNC(C)=O)c1	0.5	0.1	-3.4	-4.2	-1.7	-5.2	-5.2	1.8	-22.8
O=C(Oc1cccccc1=O)c1ccccc1	1.1	-1.2	0.6	7.8	2.8	-4.3	-4.8	-2.5	14.6
COc1ccc(CCc2nnc(CCC(=O)NCCc3ncccc3C)o2)cc1	-3.1	-3.0	-9.4	-10.0	2.4	3.8	-3.1	-7.1	-5.7
Cc1ccc(S(=O)(=O)c2ccccc2)cc1S(=O)(=O)N1CCOCC1	-2.7	-4.1	-6.2	-8.8	4.0	3.0	-6.4	1.4	-3.4
Cc1ccc(/C=N/NC(=O)Cn2ccc(C(F)(F)F)n2)o1	-4.0	-2.9	2.3	15.4	-1.4	3.3	-1.4	0.0	3.1
CC1(C)Cc2c(C#N)c(SCCO)nc(N3CCOCC3)c2CO1	-2.8	1.3	-17.4	11.5	-1.1	2.7	1.3	-4.3	0.9
CC(C)(CO)NC(=O)CC1C(=O)NCCN1CC(c1ccccc1)c1ccccc1 (stereo unspecified)	-1.7	-1.4	-14.6	-2.1	2.3	9.5	-4.7	0.8	8.3
Cc1nn(CC(=O)Nc2ccc(C#N)cc2)c(C)c1[N+](=O)[O-]	-0.7	-0.6	2.4	-13.1	2.7	-4.2	-3.4	-8.8	1.6
O=C(Nc1ccnn1C1CCN(CCCc2ccccc2)CC1)c1ccccc1Cl	-0.8	0.5	13.6	-18.6	2.8	-15.7	-9.5	0.4	18.3
CN1C(=O)/C(=C/c2ccc(C(=O)NC3CCCC3)cc2)Oc2ccccc21	-2.4	-0.6	1.1	-17.5	4.5	2.7	-1.2	3.0	43.1
CN1CCN(CC(=O)Nc2ccccc2C(F)(F)F)CC1	-2.2	-2.1	8.6	-1.9	3.3	-1.7	15.1	5.3	13.2
Cc1cc(O)cc2c1C(c1ccc(F)cc1)CC1(CC(C)(C)NC(=S)N1)O2 (stereo unspecified)	-1.9	-2.6	-7.7	12.9	4.2	11.6	-10.0	3.0	-11.6
Cn1c(=O)[nH]c(=O)c2c1nc(NCCCO)n2CCCc1ccccc1	-1.2	-2.0	-8.2	-20.6	3.6	-1.2	-3.7	-2.4	21.6
O=C(Nc1ccc(NC(=O)C2CCCN2C(=O)OCc2ccccc2)cc1)c1ccco1 (stereo unspecified)	-2.1	1.1	-12.7	-4.4	3.5	-5.7	-3.9	3.2	6.7
COc1ccc(-c2nc3ccccc3c(=O)n2CC(C)C)cc1	-2.3	-2.6	-21.0	-0.2	2.4	-5.5	6.6	5.9	1.9
Cc1ccc[n+](C(C)C(=O)Nc2ccc(C)c(C)c2)c1 (stereo unspecified)	0.1	-2.0	2.3	-11.1	2.8	-10.6	-6.3	8.0	5.0
O=C(CSc1ccccc1)Nc1ccccc1N1CCOCC1	-1.9	0.0	-12.7	-8.4	2.7	14.7	-8.3	-8.3	3.1
CC(C)C1CC(=O)NC(SCC(=O)Nc2ccc(Br)cc2)=C1C#N (stereo unspecified)	-0.7	-2.4	-5.0	-10.7	2.0	-9.0	-5.1	-3.0	-7.2
CC(C)C(=O)N1CCN(c2nc3ccc(Cl)cc3s2)CC1	-0.1	2.5	-51.8	-19.2	-8.2	-18.6	-2.4	8.4	15.3
O=C(CN(c1ccc(F)cc1)S(=O)(=O)c1ccc2c(c1)OCCO2)Nc1cccnc1	-0.4	-0.3	-3.4	-6.7	1.2	-5.3	-7.0	-5.6	8.6
Cc1ccc(S(=O)(=O)N2CCN(C(=O)N3CCOCC3)C2C(C)C)cc1 (stereo unspecified)	-0.8	-4.1	-8.1	-12.2	-5.9	-0.4	0.3	0.4	-5.9
Cc1ccc(NS(=O)(=O)c2ccc3c(c2)NC(=O)C(C)C(=O)N3)c(Cl)c1 (stereo unspecified)	-1.6	-2.7	-14.0	-5.3	-3.0	-2.9	-16.5	2.1	11.0
COc1cc(NC(=O)C2CCN(S(=O)(=O)c3cnc[nH]3)CC2)cc(OC)c1OC	-1.9	-2.9	-0.5	4.7	4.1	2.5	7.0	4.5	17.7
O=C(O)C1=C[C@@H](c2ccc3c(c2)OCO3)C[C@@H](OCc2ccc(CO)cc2)O1	-3.3	2.8	-21.9	2.2	3.1	35.5*	8.0	4.2	0.8
Fc1ccc(Sc2cc(Cl)c(-c3ccccc3)nn2)cc1	0.0	-1.4	-17.4	-10.0	-0.9	-2.9	1.8	-2.8	12.2
Cc1cccc(N2CC(C(=O)Nc3ccc(S(=O)(=O)NCC4CCCO4)cc3)CC2=O)c1C (stereo unspecified)	-1.3	-0.6	-41.2	-6.7	5.3	-2.4	4.8	0.7	14.3
O=C1[C@@H]2Cc3c([nH]c4ccccc34)C(c3ccc([N+](=O)[O-])cc3)N2C(=O)CN1C1CC1 (stereo partly specified)	-2.1	-3.2	-2.4	0.8	3.9	0.3	-17.4	-2.2	10.0
Cc1ccc(CNC(=O)c2cc(=O)c3ccccc3o2)cc1	-0.5	1.3	-23.1	-4.7	5.7	-14.8	-4.1	-2.5	3.5
CN(CCO)c1ccc(/C=N/Nc2nncc3ccccc23)cc1	-3.8	-2.0	-10.9	-3.8	1.0	17.1	3.1	1.0	2.1
CCOc1ccccc1C(=O)N(Cc1ccco1)C1CCS(=O)(=O)C1 (stereo unspecified)	0.7	-0.9	-3.6	-6.2	2.7	9.5	0.5	2.1	-10.2
CC(C)(C)CC(=O)N1CCN(Cc2ccc3c(c2)OCO3)CC1	-3.3	-1.2	-13.4	-16.4	4.5	1.9	3.9	2.8	17.7
CC1(C)CC2CC(C)(CN2CC(O)c2ccccc2)C1 (stereo unspecified)	-2.0	-2.0	-5.1	-4.8	4.0	15.4	3.2	-5.6	16.1
CCN=C1S/C(=C\c2ccc(OC)c(OCC)c2)C(=O)N1CC	-4.3	-0.9	-0.5	-0.9	x	5.4	9.7	-1.6	-7.5
